AMA1-RON2 inh – inhibitors of Plasmodium falciparum AMA1-RON2 interaction; Potency, µM (doses to about 58.2 µM), for inactives: top-dose activity change, negative = inhibition, actives largely listed as inhibitors; AlphaScreen AMA1-biotinylated RON2 peptide binding; hit rate 0.2% among 360,000; AID 720542;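 further: potency means the concentration at half of the fitted maximal effect; 0% = vehicle wells and -100% = peptide control; nearly all actives have a fitted effect of over 45% in size; some results filed as inactive show a strong effect at the top dose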
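AMA1 (3D7) with his tag at 25 nM final met compounds first, then biotinylated RON2 peptide at 25 nM; detection used donor plus acceptor beads, 10 µg/mL apiece, read by AlphaScreen after 30 min at room temperature.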
Pf growth 96h – inhibits malaria parasite growth, 96 h. Potency, µM (top dose mostly 28.7 µM), without a hit: at the highest dose activity change, negative = inhibition, actives largely listed as inhibitors. hit rate 6.9% among 320,000. P. falciparum luciferase reporter growth, 96 h; further: potency means the concentration at half of the fitted maximal effect; on the % scale 0 is the no-effect control and ±100 the full control effect
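Compounds incubated with erythrocytes infected by luciferase-expressing P. falciparum (2% hematocrit, 0.05% parasitemia final) for 96 hours, 37 C in 5% CO2. Growth inhibition scored as decreased luciferase luminescence.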
Tb PYK inh – inhibitors of Trypanosoma brucei pyruvate kinase. Potency, µM (highest dose often 76.8 µM), inactives show at the highest dose activity, negative = inhibition, usual class: inhibitors. hit rate 0.12% among 410,000. TbPYK enzyme, Kinase-Glo Plus ATP luminescence, 45 min; further: potency means the concentration at half of the fitted maximal effect; on the % scale 0 is the no-effect control and ±100 the full control effect; nearly all actives have a fitted effect of over 50% in size
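Enzyme and substrate buffer are dispensed first and compound is pin-transferred. ADP at 130 uM final then starts the reaction, which runs 45 min at room temperature. Detection reagent is added for 10 min before luminescence is imaged.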
Cycloheximide cs – counter-screen hit for Shiga toxin inhibitors, cycloheximide. cell reporter, cycloheximide protein synthesis inhibition counterscreen. max response, %. hit rate 12% among 300,000. AID 2314; in the data active means max response mostly above about 13%, no sharp cut-off; inactive means mostly below about 14%; further: read at 38.3 µM for the half of the compounds with a filed dose; 0% is about no effect
LmPK inh – blocks Leishmania mexicana pyruvate kinase activity | AID 1721 | purified LmPK, Kinase-Glo ATP luminescence, 1 h | hit rate 0.37% among 290,000 | Potency, µM (series often up to 57.5 µM), for inactives: at the highest dose activity change, negative = inhibition, usual class: inhibitors; further: potency means the concentration at half of the fitted maximal effect; on the % scale 0 is the no-effect control and ±100 the full control effect
Target sequence (Q27686 whole entry, looked up): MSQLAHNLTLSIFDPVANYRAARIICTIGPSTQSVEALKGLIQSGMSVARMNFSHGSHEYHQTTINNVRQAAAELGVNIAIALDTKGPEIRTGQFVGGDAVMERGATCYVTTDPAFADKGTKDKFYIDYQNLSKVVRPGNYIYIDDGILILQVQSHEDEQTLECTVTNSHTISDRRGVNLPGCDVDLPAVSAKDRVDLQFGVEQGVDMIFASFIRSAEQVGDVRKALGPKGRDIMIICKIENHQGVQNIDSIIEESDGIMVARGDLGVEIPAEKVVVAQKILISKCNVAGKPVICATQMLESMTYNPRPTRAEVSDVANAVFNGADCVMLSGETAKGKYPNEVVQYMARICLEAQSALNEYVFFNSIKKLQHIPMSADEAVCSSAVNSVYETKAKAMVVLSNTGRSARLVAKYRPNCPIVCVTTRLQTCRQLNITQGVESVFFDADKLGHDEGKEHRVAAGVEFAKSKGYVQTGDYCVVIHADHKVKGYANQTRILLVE
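Purified LmPK (0.1 nM) converted ADP (0.1 mM) to ATP with PEP (0.5 mM) in imidazole buffer pH 7.2 with KCl and MgCl2, 1 h at room temperature. ATP was read by Kinase-Glo luminescence; data normalized to uninhibited and no-enzyme controls.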
Pf growth 48h – P. falciparum growth inhibition at 48 hours (one generation). P. falciparum luciferase growth in erythrocytes, 48 h. Potency, µM (highest dose often 28.7 µM), inactives show top-dose activity change, negative = inhibition, most hits filed as inhibitors. hit rate 5.9% among 310,000. AID 504832; further: potency means the concentration at half of the fitted maximal effect; on the % scale 0 is the no-effect control and ±100 the full control effect
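Firefly luciferase activity from engineered P. falciparum reports growth; inhibitors lower the luminescent signal. Cultures contained 2% hematocrit erythrocytes at 0.1% final parasitemia.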
Shiga toxin inh – inhibitors of Shiga toxin in Vero cells. Vero cells, Shiga toxin protein synthesis inhibition reporter. inhibition, % at 38.7 µM. hit rate 9.2% among 290,000. AID 2315; in the data active means inhibition mostly above about 28%, no sharp cut-off; inactive means mostly below about 43%; further: 0% is about no effect
Active calls of the source: *; i = inactive; ? = inconclusive; . = not tested or not shown; + = active, no number; & = joins results of further samples; [ ] = another dose, or the depositor's remark. Unless noted, the call rests on the fitted dose curve; in most records, active means well fitted curve in the direction sought with a large enough effect; inconclusive means small, poorly fitted or top-dose-only effect, or another doubt; inactive means no such curve, though single readings can be large; an effect the other way counts as inactive or inconclusive.

SMILES	AMA1-RON2 inh	Pf growth 96h	Tb PYK inh	Cycloheximide cs	LmPK inh	Pf growth 48h	Shiga toxin inh
Cc1cccc(SCc2noc(C(=O)NCC3CCCO3)c2C(=O)O)c1 (centres undefined)	-0.6%	0.0%	-1.5%	-4.8	0.0%	16.9%	-17.3
Cc1ccc(C(=O)Nc2ccc(C(=O)O)cc2)cc1S(=O)(=O)Nc1cccc([N+](=O)[O-])c1	-2.1%	8.5%	-11.9%	0.7	-0.1%	19.1%	-8.7
Cc1ccc(C(=O)N2CC(C)OC(C)C2)cc1[N+](=O)[O-] (centres undefined)	-20.2%	?	-7.6%	6.2	5.3%	16.6%	1.4
O=C(CSc1nnc(CNC(=O)c2ccc(F)cc2)o1)NCc1ccccc1Cl	9.7%	4.1%	-4.0%	-0.7	3.8%	?	-12.1
COC(C(=O)N/N=C(\C)CC(=O)Nc1ccc(N(C)C)cc1)c1ccccc1 (centres undefined)	18.8%	13.4%	-7.0%	-1.6	3.2%	8.1%	-8.5
C=CCC1Cc2c(cccc2[N+](=O)[O-])C(CC=C)N1 (centres undefined)	?	?	-1.6%	-0.9	3.7%	45.3%[activator]	21.5
O=C(CSc1nnc(-c2ccccc2Cl)o1)N1CCCC1	1.3%	1.2%	1.8%	51.4*	1.9%	102.8%[activator]	72.9*
O=C1OC(c2ccccc2)/C(=C(/O)c2ccccc2)C1=O (centres undefined)	4.7%	38.9%[activator]	-4.0%	39.3*	9.1%	.	101.4*
Cc1cc(F)ccc1NC(=O)CS(=O)(=O)c1cccc2nsnc12	.	.	3.8%	-5.4	.	.	-5.0
O=C(N/N=C/C1CC=CCC1)c1cc(Br)ccc1O (centres undefined)	-2.0%	32.9%[activator]	-7.9%	30.5*	-3.2%	1.5%	9.1
O=C(CSc1nc2ccc([N+](=O)[O-])cc2[nH]1)NC1CCCC1	14.7%	19.6%	-13.1%	0.7	-6.7%	32.3%[activator]	-8.2
COc1ccc(C(=O)COC(=O)/C=C/c2ccccc2)cc1	10.9%	-1.9%	2.6%	-2.0	-4.1%	25.1%	5.9
CCc1ccccc1NC(=S)N=Nc1c(O)n(C)c2ccc(S(=O)(=O)N3CCOCC3)cc12	32.4%[activator]	1.85µM*	-2.0%	-4.8	0.6%	3.29µM*	-8.1
COc1ccc(CCNS(=O)(=O)c2c(C)nc3scc(C)n3c2=O)cc1OC	4.9%	25.2%	-0.3%	0.2	-0.4%	32.1%[activator]	-9.0
CC(NC(=O)c1cc(-c2ccc3c(c2)OCO3)nc2ccccc12)C(C)(C)C (centres undefined)	-1.0%	?	1.8%	-3.9	8.1%	.	-7.9
CN(C(=O)c1cc2c(s1)-c1ccccc1S(=O)(=O)C2)c1ccccc1F	-7.0%	?	-3.4%	10.9	1.5%	?	2.3
CCC(=O)N1CCN=C1SCc1ccc(Cl)cc1	34.0%[activator]	-18.7%	3.9%	-1.1	0.3%	?	-8.7
Cc1ccc2c(c1)N(CCC(=O)NCc1cccnc1)C(=O)CO2	-1.4%	.	5.7%	-9.3	-1.3%	?	46.6
Cc1c(Cl)cccc1NC(=O)CSc1nnc(C)n1CC1CCCO1 (centres undefined)	-24.4%	?	0.5%	-0.3	-2.7%	36.3%[activator]	-1.5
CC(OC(=O)Cc1c[nH]c2ccccc12)C(=O)NC1(C#N)CCCCC1 (centres undefined)	-14.6%	-24.9%	0.5%	-0.7	0.1%	11.2%	-10.7
O=C(Nc1cccnc1Cl)C1=NN(c2ccccc2)C(=O)CC1	9.2%	?	0.2%	-1.3	-4.4%	?	-2.6
O=C(Nc1ccccc1)c1ccccc1NC(=O)[C@H]1CCCC[C@H]1C(=O)O	-3.9%	46.3%[activator]	-2.5%	13.8	-0.6%	30.7%[activator]	22.1
O=C(NC1CCS(=O)(=O)C1)C12CC3CC(CC(C3)C1)C2 (centres undefined)	0.0%	?	-8.7%	10.8	5.2%	2.5%	-8.8
O=C(CSc1nc(-c2ccc(F)cc2)cs1)Nc1ccccn1	-8.9%	38.8%	-8.3%	4.7	-0.1%	31.2%[activator]	11.7
Cc1cccc(/C=N\Nc2cn[nH]c(=O)c2Cl)c1	17.0%	24.9%	4.2%	16.4*	-17.5%	1.2%	35.9*
CN(C)S(=O)(=O)N1CCCC(C(=O)c2ccc(C(F)(F)F)cc2)C1 (centres undefined)	-5.8%	0.828µM*	0.1%	-2.2	5.9%	-7.0%	-7.5
O=C(CC1(O)C(=O)Nc2ccc(Br)cc21)c1ccc2c(c1)OCO2 (centres undefined)	-10.7%	57.1%[activator]	0.0%	-10.6	1.2%	-1.3%	-18.2
OC(c1ccccc1)(C1CCCCC1)C(CN1CCOCC1)c1ccccc1 (centres undefined)	-7.3%	2.5%	10.1%	-4.0	4.9%	2.94µM*	-5.4
COc1ccc(Cc2nc3ccc(C(=O)NCC4COCCO4)cc3o2)cc1OC (centres undefined)	2.1%	15.1%	0.0%	33.6*	4.8%	1.7%	9.8
COC(=O)c1ccc(NC(=O)CSc2nc(=O)n3cccc(C)c3n2)cc1	-3.5%	-1.4%	3.2%	.	.	10.1%	.
Cc1ccc(N(CC(=O)N2CCCC2)S(C)(=O)=O)cc1C	7.1%	7.38µM*	-1.7%	-1.8	-0.6%	-17.2%	-7.1
Cc1cccc(NC(=O)N2CCN(Cc3ccccc3)CC2)c1	-4.3%	66.5%[activator]	3.2%	21.1*	-2.8%	66.9%[activator]	+
Cc1cc(C)nc(NS(=O)(=O)c2ccc(NC(=O)C3COc4ccccc4O3)cc2)n1 (centres undefined)	3.0%	?	-2.2%	-5.1	7.0%	-0.8%	10.9
O=CN1CCN(C(=O)c2ccc(-c3nc4ccccc4s3)s2)CC1	6.0%	231.1%[activator]	-2.9%	42.7*	-0.7%	i	123.5*
COc1ccc(-c2csc3nc(-c4ccccc4F)oc(=O)c23)cc1	20.1%	12.5%	-6.7%	2.7	4.6%	20.0%	3.0
COc1ccccc1NC(=O)NC1(C(=O)N2CCOCC2)CCCCC1	-1.6%	33.1%[activator]	-3.8%	-4.6	4.1%	1.2%	-4.5
COc1ccc(NC(=O)c2ccccc2NS(=O)(=O)c2ccc(CNC(C)=O)cc2)c(OC)c1	3.7%	-9.2%	3.0%	-4.5	10.5%	-16.7%	-12.4
COCc1nnc(NC(=O)c2ccc(S(=O)(=O)N3CCCC3)cc2)o1	32.3%[activator]	?	0.2%	13.1	-11.1%	?	9.4
O=C(Nc1ccc(CN2CCOCC2)cc1)c1cc(Cl)ccc1Cl	-3.8%	64.2%[activator]	1.5%	-1.7	-5.9%	-23.4%	-2.3
O=C1C=C(N2CCOCC2)C2(CCCCC2)O1	-10.6%	27.8%	-1.0%	27.6*	2.6%	?	85.4

An excerpt of these results, with bars between the fields.
SMILES | AMA1-RON2 inh | Pf growth 96h | Tb PYK inh | Cycloheximide cs | LmPK inh | Pf growth 48h | Shiga toxin inh
O=C1C=C(N2CCOCC2)C2(CCCCC2)O1 | -10.6% | 27.8% | -1.0% | 27.6* | 2.6% | ? | 85.4
Cc1cc(C)nc(NS(=O)(=O)c2ccc(NC(=O)C3COc4ccccc4O3)cc2)n1 (centres undefined) | 3.0% | ? | -2.2% | -5.1 | 7.0% | -0.8% | 10.9
Cc1cccc(NC(=O)N2CCN(Cc3ccccc3)CC2)c1 | -4.3% | 66.5%[activator] | 3.2% | 21.1* | -2.8% | 66.9%[activator] | +

(more compounds)
SMILES	AMA1-RON2 inh	Pf growth 96h	Tb PYK inh	Cycloheximide cs	LmPK inh	Pf growth 48h	Shiga toxin inh
COc1ccccc1NC(=O)CSc1nnc(Cn2cnc3ccccc32)n1C	-1.0%	-4.7%	2.9%	-4.2	0.3%	-1.4%	-8.0
Cc1ccc(NC(=O)Cn2nnc(C(=O)NCc3cccs3)c2N)cc1Cl	-3.4%	9.28µM*	-2.9%&0.2%	11.4	-5.3%	37.3%[activator]	38.0
CC1C(=O)N2CCCc3cc(NC(=O)C(=O)NCCc4c[nH]c5ccccc45)cc1c32 (centres undefined)	-26.1%	4.15µM*	-8.7%	.	.	1.47µM*	.
Cc1ccc(CSc2ncnc3c2cnn3-c2ccccc2)cc1	-2.6%	23.1%	-7.4%	0.7	-4.6%	54.0%[activator]	-12.4
Cc1ccc(C)c(NC(=O)CSc2ccc(-c3cccs3)nn2)c1	-2.7%	?	0.4%	-8.9	-4.1%	-8.1%	-17.4
O=C(CCN1CCN(c2ccccc2)CC1)NNC(=O)Cc1c(F)cccc1Cl	91.3%[activator]	23.0%	-1.3%	.	.	-19.9%	.
Cn1c(COc2cccc3ccccc23)nnc1SCC(=O)OC1CCCCC1	-10.6%	10.9%	-1.9%	-3.1	-2.3%	0.6%	-4.4
O=C(CN1CCC(n2nnc3cc(F)ccc32)CC1)N1CCc2ccccc2C1	-2.8%	4.8%	-2.3%	-3.6	4.9%	8.28µM*	-6.8
COc1ccc(OC)c(C2C(C(N)=O)=C(C)Nc3nc(CCCO)nn32)c1 (centres undefined)	8.7%	-9.8%	-7.1%	-2.0	-2.3%	4.9%	1.0
Cc1ccc(Cl)cc1N1CCN(c2cccc[n+]2C)CC1	-16.5%	0.738µM*	-5.2%	1.4	-2.1%	4.15µM*	-1.4
CCOc1ccc(NC(=O)CN2CCN(Cc3c(F)cccc3F)CC2)cc1	-3.5%	0.0%	2.4%	-2.9	7.3%	-4.6%	-3.0
CN(CC(=O)Nc1ccccc1Cl)C(=O)COC(=O)c1ccc(Cl)cc1[N+](=O)[O-]	5.7%	27.3%	1.7%	-0.5	-1.0%	-17.8%	5.8
CCOP(=O)(OCC)C(Nc1cccc(C(F)(F)F)c1)c1ccc(Br)cc1 (centres undefined)	.	0.0%	.	-0.9	1.3%	?	-12.6
O=S(=O)(NC(=NC1CCCC1)C(F)(F)F)c1ccccc1	-6.0%	-1.8%	1.9%	19.8	-3.7%	0.5%	-2.7
O=C(COc1cc(F)ccc1[N+](=O)[O-])NCCCc1ccccc1	-10.5%	-3.3%	4.3%	1.2	-0.6%	-1.4%	11.4
CC(NC1CCCC1)c1ccccc1 (centres undefined)	-1.3%	?	-2.4%	1.5	14.9%	65.7%[activator]	-2.9
O=C(N/N=C/c1ccc(O)cc1O)/C(=C/c1ccccc1)CCO	85.8%[activator]	0.0%	-6.6%	18.7*	-0.1%	0.0%	-1.7
O=C(CCN1C(=O)/C(=C/c2ccc3c(c2)OCO3)SC1=S)Nc1cccc(C(=O)O)c1	8.2%	6.0%	-0.9%	-1.4	2.9%	?	-3.6
O=C(Nc1cccc([N+](=O)[O-])c1)NC1CCS(=O)(=O)C1 (centres undefined)	16.6%	-0.8%	-0.3%	-3.6	0.9%	3.9%	-5.2
O=C1OCc2cccc3cccc1c23	14.7%	-16.7%	1.5%	-3.6	-1.6%	15.6%	-7.8
CCOc1cc(C)c(S(=O)(=O)N2CCCC2)cc1C	4.4%	.	12.9%	-1.2	1.4%	-14.1%	-4.7
CN(C)c1ccc(/C=C(\NC(=O)c2ccccc2)C(=O)NCc2ccncc2)cc1	-26.1%	22.5%	-8.2%	-1.7	-6.0%	12.1%	-11.7

Bioassay records: PubChem BioAssay, National Center for Advancing Translational Sciences (NCATS)
